E-sel inducer – E-selectin induction in HUVECs, primary screen, imaging, HUVEC, immunofluorescence imaging, single point | P16581 | normalized: neutral wells 0, TNF-alpha wells 100 | activation, % at 7.58 µM | 0.37% of 260,000 active | AID 686992, 2013;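 active means mean E-selectin-positive cell signal at least 10% of the positive control, reached in at least 60% of replicates, without over 20% cell loss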;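 further: in these data hits start at about 27%; measured in HUVEC primary endothelial cells; signal is the percent of cells scored E-selectin positive by PE staining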
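System: HUVEC / Compound: single concentration / Signal: immunofluorescence imaging / Read-out: percent E-selectin-positive cells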
RAD54 inh – inhibitors of human RAD54 branch migration, primary screen, biochemical, fluorescence, single point | inhibition, % at 10.4 µM | 0.14% of 360,000 active | RAD54 Holliday junction branch migration, FAM/BHQ fluorescence | DNA repair and recombination protein RAD54-like (Homo sapiens), Q92698;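 active means mean normalized replicate activity at least 40 and at least half of replicates scoring 40 or more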;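 further: 0% = median of neutral control wells and 100% = median of positive control wells; inhibitors cause a drop in the FAM fluorescence signal; in these data hits start at about 50%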
ERAP1 inh – human ERAP1 aminopeptidase inhibitors, primary screen, biochemical, single point, plate reader; recombinant ERAP1, Leu-AMC fluorescence, 60 min; inhibition, % at 10.7 µM; 0.15% of 340,000 active;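 active means mean replicate inhibition of at least 30%, or all replicates individually reaching that 30% level; inactive means mean below 30% and not every replicate reaching it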;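 further: 0% = neutral control wells and 100% = L-leucinethiol positive control wells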
Target sequence (Q9NZ08 whole entry, looked up): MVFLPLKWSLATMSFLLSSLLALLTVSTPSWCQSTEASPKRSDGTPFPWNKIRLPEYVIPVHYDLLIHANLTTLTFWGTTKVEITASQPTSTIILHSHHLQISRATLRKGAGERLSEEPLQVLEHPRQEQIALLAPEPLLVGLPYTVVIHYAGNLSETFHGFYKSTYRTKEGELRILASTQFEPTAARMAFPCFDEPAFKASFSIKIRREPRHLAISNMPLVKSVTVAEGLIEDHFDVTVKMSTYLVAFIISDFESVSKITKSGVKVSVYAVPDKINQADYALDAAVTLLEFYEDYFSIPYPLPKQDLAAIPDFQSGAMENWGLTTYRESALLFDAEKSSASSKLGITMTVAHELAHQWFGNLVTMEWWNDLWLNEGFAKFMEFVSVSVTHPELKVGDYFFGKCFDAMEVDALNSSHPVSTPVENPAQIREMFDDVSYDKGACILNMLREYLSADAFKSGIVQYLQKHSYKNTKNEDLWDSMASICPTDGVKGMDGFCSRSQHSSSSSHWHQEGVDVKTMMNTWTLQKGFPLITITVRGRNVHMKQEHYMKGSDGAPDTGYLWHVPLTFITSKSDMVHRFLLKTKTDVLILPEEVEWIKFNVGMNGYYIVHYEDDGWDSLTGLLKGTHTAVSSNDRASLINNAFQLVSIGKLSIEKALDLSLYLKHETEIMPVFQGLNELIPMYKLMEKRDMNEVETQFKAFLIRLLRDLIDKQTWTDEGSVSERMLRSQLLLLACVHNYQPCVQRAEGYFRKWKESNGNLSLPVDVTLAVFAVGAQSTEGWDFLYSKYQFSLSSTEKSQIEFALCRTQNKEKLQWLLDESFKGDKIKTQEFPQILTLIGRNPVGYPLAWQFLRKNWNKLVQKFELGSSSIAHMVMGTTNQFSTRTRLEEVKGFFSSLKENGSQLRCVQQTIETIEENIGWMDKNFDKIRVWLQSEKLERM
PGC1a acetyl inh – inhibitors of PGC1a acetylation signal, primary screen, cell-based, U2OS, AlphaScreen, inhibitor mode. AlphaScreen anti-acetyl-lysine; with virally co-expressed GCN5 acetyltransferase. inhibition, % at 15.6 µM. 0.17% of 350,000 active. AID 651687, 2012;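 active means every replicate shows inhibition of at least 40%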;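 further: 0% = neutral control wells and 100% = positive control wells; some results beyond the cut were filed as inactive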
RAD52 anneal inh – RAD52 DNA annealing inhibitors, primary screen, biochemical, FRET, single point, set 2; DNA repair protein RAD52 homolog (Homo sapiens), P43351; recombinant RAD52 DNA annealing, FRET fluorescence; inhibition, % at 18.7 µM; 0.46% of 360,000 active; AID 651710, 2012;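 active means every replicate showing at least 50% inhibition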
PglD DTNB – C. jejuni PglD acetyltransferase inhibitors, primary screen, biochemical, DTNB colorimetric, single point; UDP-N-acetylbacillosamine N-acetyltransferase PglD (Campylobacter jejuni); purified PglD enzyme, DTNB colorimetric CoA detection; inhibition, % at 12.5 µM; 0.098% of 360,000 active; AID 602405, 2012; in the data active means inhibition above about 16%, passing the limit was not always enough; further: strong numbers were not always called active
Cneo AK release – Cryptococcus neoformans cell lysis inducers, primary screen, AK release luminescence, single concentration; AID 651654, 2012; lysis activity, % at 15 µM; C. neoformans lysis, adenylate kinase release luminescence, 4 h; normalised: neutral wells 0, clomiphene wells 100; 0.2% of 360,000 active;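 active means mean lysis activity across replicates of at least 80%, whatever share of replicates individually reach that level; inactive means mean lysis activity below 80%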
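Assay system: Cryptococcus neoformans yeast cells / Dosing: single-point compound dose / Timing: 4 h at 37 °C static, read 1 h later / Measured by: luminescence of released adenylate kinase using an AK detection reagent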
miR122 inh – miR-122 Renilla sensor signal increase in Huh7, primary screen, miR-122 inhibitor project, cell-based, single point, plate reader | Huh7 miR-122 Renilla luciferase sensor, 48 h; neutral wells = 0, positive control = 100 | activation (reporter increase), % at 12.5 µM | 0.3% of 340,000 active;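 active means mean replicate activation score at least 90 and every replicate individually at or above 90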;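 further: higher luciferase means less miR-122 activity so hits act as miR-122 inhibitors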
Starred values were filed as active, the others as inactive; i = inactive; . = not tested or not shown; & = joins results of further samples; ! = not confirmed by another sample; [ ] = dose if it differs, or a comment. Not all compounds are listed; count on the stated rates, not on these rows.

SMILES | E-sel inducer | RAD54 inh | ERAP1 inh | PGC1a acetyl inh | RAD52 anneal inh | PglD DTNB | Cneo AK release | miR122 inh
C[N+]1(C)[C@@H]2CC[C@H]1CC(OC(=O)C(c1ccccc1)c1ccccc1)C2 (some centres not stated) | -1.7 | 3 | 2 | 0 | -10 | 5 | 16 | 2
C=CCN1CC[C@]23c4c5ccc(O)c4OC2C(O)C=CC3[C@H]1C5 (some centres not stated) | . | -4 | 1 | -12 | 7 | -2 | 1 | 1
c1ccc2nc(N3CCNCC3)ccc2c1 | 70*! | 15&7 | -3&-1 | -6&1 | -14&-16 | -1&-5 | 5&2 | -6&0
Cc1cc(=O)oc2cc(OCC(=O)N3CCN(Cc4ccc5c(c4)OCO5)CC3)ccc12 | . | 7 | 2 | 3 | -8 | -2 | 0 | -7
O=C1NC(=O)C(CCc2ccncc2)(C2CCCCC2)C(=O)N1 | . | 4 | . | -3 | . | 7 | 19 | 0
OCC1OC(n2cnc3cc(Cl)c(Cl)cc32)C(O)C1O (configuration not stated) | 0.1 | 3 | 1 | 20 | -13 | 2 | 0 | 6
C[N+]1(C)C2CCC1CC(OC(=O)c1ccccc1)C2 (configuration not stated) | . | . | 8 | 4 | -1 | . | . | 3
CCOC(=O)C1=C(N)Oc2cc(C)oc(=O)c2C12C(=O)N1c3c(cccc32)C(C)CC1(C)C (configuration not stated) | . | . | 8 | -4 | -14 | . | . | -5
CC(C)N(Cc1ccco1)/N=C/c1c(O)n(Cc2ccccc2)c(=O)[nH]c1=O | -0.1 | -5 | . | -2 | -170 | 6 | -2 | -1
C[C@H]1CC2C3CC=C4C[C@@H](O)CC[C@]4(C)C3CC[C@]2(C)[C@H]1O (some centres not stated) | 0.0 | 0 | 2 | 6 | -3 | -2 | 0 | -6
COc1ccc(C#Cc2ccc([C@H]3[C@H](CO)N4CCCCN(C(=O)Cc5cccnc5)C[C@@H]34)cc2)cc1 | -0.7 | 3 | 0 | -3 | -7 | 2 | 4 | -14[16.7 µM]
Cc1ccc2c(c1)N(C(C)C(=O)N1CCC3(CC1)OCCO3)C(=O)CO2 (configuration not stated) | 0.3 | -2 | 1 | 7 | -12 | 4 | -2 | -1
COC(=O)[C@@H]1[C@@H](C(=O)OC)C2(c3ccccc3-c3ccccc32)N(c2ccc(Cl)cc2)N1C#N | . | 0 | 3 | 77* | 0 | -4 | 6 | -12
CCCCn1c(O)c(C(CC)=NCc2ccco2)c(=O)[nH]c1=O | . | -2 | . | -8 | . | 4 | -1 | 0
CCC(=O)c1cc(F)c(N2CCN(CC)CC2)cc1C | . | 3 | . | -6 | . | 0 | -3 | 13
CC12CCC(=O)CC1CCC1C2C(=O)CC2(C)C1CCC2(C)O (configuration not stated) | -0.2 | . | -1 | 4 | -11 | . | . | -2
CC12CN3CC(C)(CN(C1)C3c1cccs1)C2=O (configuration not stated) | 0.2 | -7 | 6 | . | -14 | 2 | 4 | .
Cc1ccccc1N1C(=O)NC(=O)/C(=C/c2ccc(N3CCOCC3)o2)C1=O | . | -87 | 9 | -14 | i | -3 | -1 | -6
COC(=O)CC1=C(C(=O)OC)C2(C(=O)N(C)c3ccccc32)C(C#N)=C(N)O1 (configuration not stated) | . | -2 | . | -4 | . | -8 | 2 | -23
CCN1CCN(C(=O)Cc2c(C)n(C(=O)c3ccc(Cl)cc3)c3ccc(OC)cc23)CC1 | 6.0 | . | -1 | -1 | 39 | . | . | .
CC(C)(C#CC(=O)O)OOC(c1ccccc1)(c1ccccc1)c1ccccc1 | 0.1 | 5 | 41* | -5 | -16 | 0 | 3 | -6
COC(=O)C1=C(c2cc3ccccc3s2)C[C@@H]2CC[C@H]1N2C(=O)N1CCC(O)CC1 | -0.3 | -7 | 0 | 0 | -6 | 2 | 2 | 0
c1ccc2c(CN3CCCCCC3)c[nH]c2c1 | . | 5 | 3 | . | -10 | -4 | 0 | .
O=[N+]([O-])c1ccccc1CCl | . | -5 | 4 | 1 | -9 | 4 | 1 | 2
CCN1/C(=C\C=C\C2=[N+](CC)c3ccccc3C2(C)C)C(C)(C)c2ccccc21 | . | i | . | -60 | . | 0 | -8 | .
Cn1c[n+](C)cc1C(O)c1ccccc1 (configuration not stated) | . | 9&4 | . | 7&6 | . | -2&-5 | 2&14 | -2&0
BrCC1C[n+]2c(SCc3ccccc3)nc3sc4c(c3c2O1)CCCC4 (configuration not stated) | -0.3 | -53 | . | 2 | -7 | -7 | 6 | -7
CC(C)(C)C(=O)N1Cc2cc(N3CCOCC3)ccc2-n2nncc2C1 | 0.3 | -3 | 4 | 9 | -6 | 4 | 1 | 0
C[C@@H]1O[C@@H](O[C@H]2C[C@@H](O)[C@]3(CO)[C@H]4[C@H](O)C[C@]5(C)[C@@H](C6=CC(=O)OC6)CC[C@]5(O)[C@@H]4CC[C@]3(O)C2)[C@H](O)[C@H](O)[C@H]1O | . | -1&3 | . | 83* | . | 2&4 | -2&-1 | -18
Cc1cc(N2CCN(C)CC2)nc2ccccc12 | . | 6 | -1 | -1 | 4 | -6 | -4 | 13

Reprinted at random: 3 entries already listed.
SMILES | E-sel inducer | RAD54 inh | ERAP1 inh | PGC1a acetyl inh | RAD52 anneal inh | PglD DTNB | Cneo AK release | miR122 inh
C[C@@H]1O[C@@H](O[C@H]2C[C@@H](O)[C@]3(CO)[C@H]4[C@H](O)C[C@]5(C)[C@@H](C6=CC(=O)OC6)CC[C@]5(O)[C@@H]4CC[C@]3(O)C2)[C@H](O)[C@H](O)[C@H]1O | . | -1&3 | . | 83* | . | 2&4 | -2&-1 | -18
COC(=O)C1=C(c2cc3ccccc3s2)C[C@@H]2CC[C@H]1N2C(=O)N1CCC(O)CC1 | -0.3 | -7 | 0 | 0 | -6 | 2 | 2 | 0
c1ccc2c(CN3CCCCCC3)c[nH]c2c1 | . | 5 | 3 | . | -10 | -4 | 0 | .

The listing continues:
SMILES | E-sel inducer | RAD54 inh | ERAP1 inh | PGC1a acetyl inh | RAD52 anneal inh | PglD DTNB | Cneo AK release | miR122 inh
CCOC(=O)c1cc(C)sc1/N=C/C1C(=O)NC(=S)NC1=O | . | -6 | 15 | -7 | -156 | -4 | -3 | -2
O=P(NS(=O)(=O)c1ccc(Br)cc1)(Oc1ccccc1)Oc1ccccc1 | . | -10 | 16 | 1 | -28 | 2 | 2 | -4
COC(=O)C(C)Oc1cc(C)cc2oc(=O)c3c(c12)CCCC3 (configuration not stated) | . | -10 | . | 0 | . | -2 | 0 | 3
CC(=O)N1CC(=O)Nc2ccc(Cl)cc2C1c1ccccc1 (configuration not stated) | . | -22 | 0 | 0 | -15 | 0 | 1 | -8
O=C1CC(N2CC=C(c3ccccc3)CC2)C(=O)N1c1ccc(F)cc1 (configuration not stated) | -0.1 | -3 | . | -8 | -24 | 5 | 0 | -4
COC(=O)C1=C(c2ccc(Cl)c(C(F)(F)F)c2)C[C@@H]2CC[C@H]1N2C(=O)NC(C)C | -0.1 | 4 | 2 | -10 | -14 | -2 | 0 | -3
COC(=O)C1=C(c2cccc(C#N)c2)C[C@@H]2CC[C@H]1N2C(=O)NCCOc1ccc(OC)cc1 | 0.0 | 6 | . | -5 | -14 | 1 | 0 | 3
CC1CCN(CC(=O)c2cccc(C(F)(F)F)c2)CC1 | . | 0 | 0 | 4 | -19 | 6 | 0 | -13
CC(C)(C)c1ccc(O)c(N=Cc2c(O)ccc3ccccc23)c1 | 0.1 | 0 | 1 | -11 | -1 | -3 | 0 | 5
CC1CCC(C)(NS(=O)(=O)OCC(Cl)(Cl)Cl)CC1 (configuration not stated) | . | 12 | 1 | . | -10 | 0 | -4 | .
CCCN1[C@@H]2c3ccc(-c4cccc(OC)c4)c(=O)n3C[C@H]1[C@H](CO)[C@H]2C(=O)OC | -0.1 | . | -5 | 2 | -10 | . | . | .
O=c1[nH]c(=O)n(Cc2ccccc2Cl)c(O)c1C=Nc1ccc(F)cc1 | . | -9 | . | 5 | . | -3 | 2 | -4
COc1ccc(OC)c([C@@H](O)[C@H](C)NC(C)(C)C)c1 | 0.1 | 4 | -6 | -12 | -8 | 2 | 1 | -12
COc1ccc(CCNCc2ccc(Br)cc2)cc1OC | . | -6 | -1 | . | -7 | -6 | 0 | -5
COc1ccc(C(O)P(=O)(Oc2ccccc2)Oc2ccccc2)cc1 (configuration not stated) | -0.1 | 6 | 1 | . | 7 | 4 | 0 | -1
Oc1ccccc1Cl | . | -1 | 1 | -22 | 6 | 0 | 1 | -1
NCCCCCC(=O)OC1N=C(c2ccccc2Cl)c2cc(Br)ccc2NC1=O (configuration not stated) | 1.1 | 14 | -1 | . | 37 | 2 | 1 | 3
CNC(C(=O)c1ccccc1)C(OC(C)C)c1ccc(Cl)cc1 (configuration not stated) | . | -4 | . | -2 | . | 3 | -9 | 3
Cc1cccc(OCCn2cccc2/C=C2/C(=O)NC(=O)N(Cc3ccco3)C2=O)c1 | 2.9 | -7 | 3 | -5 | -62 | -1 | -5 | -6
COc1ccc(CNCCc2c[nH]c3ccccc23)c(OC)c1OC | . | 9 | 0 | -25 | -2 | -3 | 2 | 23
COP(=O)(CC(=O)O)c1ccccc1 (configuration not stated) | . | 9 | . | 3 | . | -1 | 14 | .
O=c1[nH]c2ccccc2o1 | . | 0 | 2 | 0 | 3 | -5 | -1 | -1
C[C@@H]1C(=O)O[C@@H]2[C@H](O)C34[C@@H]5OC(=O)C3(O[C@H]3OC(=O)[C@H](O)C34[C@H](C(C)(C)C)[C@H]5O)[C@@]12O (some centres not stated) | -0.3 | 0 | -2 | -2 | 0 | 1 | -2 | 2
CCC(=O)Nc1ccc(N2CCN(CC)CC2)c(Cl)c1 | . | 2 | . | -1 | . | 3 | -1 | 3
C[C@]12CC[C@@H](O)C[C@@H]1CC[C@@H]1[C@@H]2CC[C@]2(C)C(=O)[C@H](O)C[C@@H]12 | . | -9 | . | 8 | . | -4 | 2 | -2
C[C@@H]1CC2C3CC=C4C[C@@H](O)CC[C@]4(C)C3CC[C@]2(C)[C@H]1O (some centres not stated) | -0.1 | 1 | 2 | 2 | -9 | -1 | 1 | 2
COC(=O)C1=C(c2cc3ccccc3o2)C[C@@H]2CC[C@H]1N2C(=O)N1CCCC1 | 0.4 | -4 | . | -27 | . | 1 | 1 | -7
CCN1CCN(C(=O)COc2ccc3oc4c(c3c2)CCCC4)CC1 | 0.0 | -5 | 0 | 22 | 6 | 1 | 1 | -1
O=C(NCc1cccnc1)NC1CCCCC1 | . | -1 | . | 6 | . | -1 | 2 | 22
COC(=O)C1=C(c2cc3ccccc3s2)C[C@@H]2CC[C@H]1N2C(=O)NCCS(C)=O (some centres not stated) | -0.1 | -5 | . | 8 | 0 | -2 | -1 | -2
CCC1=Nc2cc(C(=O)N3CCC4(CC3)OCCO4)ccc2Sc2ccc(C)cc21 | 0.3 | 5 | 3 | -6 | -5 | 2 | 0 | 6
COc1cccc(-c2sc3ccccc3c2-c2ccc(OCCN3CCOCC3)cc2)c1 | 0.0 | 1 | 2 | . | 33 | 2 | 1 | .

Arranged by molar mass (highest first): some entries from above
SMILES | E-sel inducer | RAD54 inh | ERAP1 inh | PGC1a acetyl inh | RAD52 anneal inh | PglD DTNB | Cneo AK release | miR122 inh
NCCCCCC(=O)OC1N=C(c2ccccc2Cl)c2cc(Br)ccc2NC1=O (configuration not stated) | 1.1 | 14 | -1 | . | 37 | 2 | 1 | 3
COc1cccc(-c2sc3ccccc3c2-c2ccc(OCCN3CCOCC3)cc2)c1 | 0.0 | 1 | 2 | . | 33 | 2 | 1 | .
O=c1[nH]c2ccccc2o1 | . | 0 | 2 | 0 | 3 | -5 | -1 | -1
